# RPL19A-GFP yeast – RPL19A-GFP expression modulators in yeast, primary screen, cell-based, S. cerevisiae, multiplex flow cytometry, MLPCN | S. cerevisiae RPL19A-GFP strain, 3 h; hits give low values | percent response vs DMSO, % at 10 µM | 330,000 compounds, 0.3% hits | AID 2025, 2009;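 active = percent response vs DMSO below 50%; inconclusive = fewer than 70 events counted for the yeast strain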;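 note: median channel GFP fluorescence of the barcoded RPL19A-GFP strain; ratio of sample median GFP to plate DMSO average so 100% = DMSO; lower means less RPL19A-GFP as with rapamycin TOR inhibition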
# proCasp7 act – procaspase-7 activators, primary screen, counter-screen for procaspase-3 activator project, biochemical, absorbance, HTS, human; activation, % at 8.5 µM; 330,000 compounds, 0.093% hits; Caspase-7 (Homo sapiens), P55210; recombinant procaspase-7, Ac-DEVD-pNA absorbance 405 nm; D23A/D198A/D206A triple mutant, cannot self-cleave; scale: DMSO 0, 5 µM enzyme 100;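 active = percent activation above the screen-wide mean plus 3 SD, cut at about 25% in these data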
#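 Material: Procaspase-7 triple mutant (PC-7 D3A) | Quantity: 2 µM procaspase-7 mutant as dispensed | Reagent: DEVD-pNA substrate | Times: 1 h preincubation, 2 h reaction | Technique: 405 nm absorbance of p-nitroaniline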
# MEP2 TOR yeast – modulators of MEP2-GFP levels in yeast, primary screen, S. cerevisiae, multiplex flow cytometry, MLPCN library | 330,000 compounds, 0.51% hits | GFP response vs DMSO, % at 10 µM | S. cerevisiae MEP2-GFP strain, 3 h; 100% = DMSO control level;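 active = GFP response versus DMSO above a set limit, roughly screen mean plus 3 SD, cut at about 180% in these data; inconclusive = fewer than 70 cells counted for a yeast strain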;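 note: median GFP fluorescence of the barcode-gated MEP2-GFP cells per well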
# LAP4-GFP MLPCN – modulators of LAP4-GFP expression in yeast, primary screen, S. cerevisiae, multiplex flow cytometry, MLPCN library. 3 h; median GFP as percent of DMSO wells. GFP response vs DMSO, % at 10 µM. 320,000 compounds, 0.34% hits;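 active = GFP response vs DMSO above a set limit, about the screen mean plus 3 SD, cut at about 150% in these data; inconclusive = under 70 cell events counted for the yeast strain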
# procasp3 activ – activators of human procaspase-3 D3A mutant, primary screen, biochemical, absorbance, PC-3 D3A mutant, single concentration; Caspase-3 (Homo sapiens), P42574; activation, % at 8.5 µM; 330,000 compounds, 0.11% hits; recombinant procaspase-3 D3A, Ac-DEVD-pNA absorbance 405 nm;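 active = activation above the mean of all tested compounds plus 3 SD, cut at about 21% in these data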;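 note: 0% = DMSO alone and 100% = DMSO wells spiked with extra 5 µM PC-3 D3A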
#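 Assay system: Autoprocessing-dead procaspase-3 D3A mutant enzyme; also added: Ac-DEVD-pNA; doses: one concentration, 8.5 µM nominal, 0.8% DMSO; times: 1 h compound preincubation, 2 h substrate hydrolysis at 25 °C; technique: 405 nm absorbance of p-nitroaniline, reads at 0 and 120 min; measure: % activation between DMSO and enzyme-spiked controls; repeats: single replicate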
# AHR activator – AHR activators, primary screen, cell-based, luminescence, luciferase reporter, human. activation, % at 5 µM. AHR-responsive luciferase reporter cells. Aryl hydrocarbon receptor (Homo sapiens), P35869. 320,000 compounds, 2.5% hits; in the data active = activation above about 47%;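 note: 0% = vehicle wells and 100% = reference agonist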
# Target sequence (P35869 whole entry, looked up): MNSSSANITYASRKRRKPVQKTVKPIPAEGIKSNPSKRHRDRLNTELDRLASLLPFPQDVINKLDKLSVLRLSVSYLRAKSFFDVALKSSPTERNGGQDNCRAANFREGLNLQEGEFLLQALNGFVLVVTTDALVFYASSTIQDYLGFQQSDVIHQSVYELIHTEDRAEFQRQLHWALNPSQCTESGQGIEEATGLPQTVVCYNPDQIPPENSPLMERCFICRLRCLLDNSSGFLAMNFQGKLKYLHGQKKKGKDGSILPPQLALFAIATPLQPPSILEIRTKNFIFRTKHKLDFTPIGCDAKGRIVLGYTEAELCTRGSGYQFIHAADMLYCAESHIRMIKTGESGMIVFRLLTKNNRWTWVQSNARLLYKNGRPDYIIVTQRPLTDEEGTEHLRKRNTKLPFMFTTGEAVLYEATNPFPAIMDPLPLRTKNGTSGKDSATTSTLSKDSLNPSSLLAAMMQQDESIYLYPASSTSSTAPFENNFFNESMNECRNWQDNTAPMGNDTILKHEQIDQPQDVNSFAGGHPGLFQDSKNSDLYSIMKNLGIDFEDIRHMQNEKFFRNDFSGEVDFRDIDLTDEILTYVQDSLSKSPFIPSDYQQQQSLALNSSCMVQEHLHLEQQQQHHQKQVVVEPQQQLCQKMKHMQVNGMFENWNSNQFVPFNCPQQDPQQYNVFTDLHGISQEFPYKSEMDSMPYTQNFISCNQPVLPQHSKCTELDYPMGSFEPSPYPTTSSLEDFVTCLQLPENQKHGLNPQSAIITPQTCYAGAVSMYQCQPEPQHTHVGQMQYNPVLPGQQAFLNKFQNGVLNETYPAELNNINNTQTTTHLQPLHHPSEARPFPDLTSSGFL
# CR mimetic SO – reduction of superoxide in aged yeast, primary screen, HTS | S. cerevisiae aged cells, superoxide DHE fluorescence; hits give low values | superoxide response (% of plate mean), % at 10 µM | 330,000 compounds, 0.18% hits | AID 2690, 2010;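 active = superoxide response under a set limit, about three screen SD below normal, cut at about 65% in these data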;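 note: yeast aged for seven days with compound at 30 °C before DHE staining; 100% = average MFI of all compound-treated wells on the plate with controls excluded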
# JMJD2C inh – inhibitors of GASC-1 histone demethylase, primary screen, biochemical, fluorescence, DELFIA europium. Lysine-specific demethylase 4C (Homo sapiens), Q9H3R0. inhibition, % at 2.35 µM. AID 2099, 2009. 330,000 compounds, 0.069% hits. GST-JMJD2C(1-420) H3K9me3 demethylation;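 active = more than half of a compound's replicate wells show inhibition beyond 50%, single wells judged on their own value; inconclusive = some, but no more than half, of replicates pass 50% inhibition; inactive = no replicate passes 50% inhibition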;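 note: signal counts dimethyl H3K9 product captured on neutravidin plate; 0% = median of DMSO wells and 100% = 0.3 times that DMSO median; strong numbers were not always called active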
# * = called active by the depositor; ? = inconclusive; . = no result given; & = joins results of further samples; [ ] = remark or other dose.
# Values run as follows: RPL19A-GFP yeast	proCasp7 act	MEP2 TOR yeast	LAP4-GFP MLPCN	procasp3 activ	AHR activator	CR mimetic SO	JMJD2C inh
CC(=O)CSc1nc(N)c(C#N)c(-c2cccs2)c1C#N
 : 98	4	98	98	0	-2	99	96
CCOC(CNC(=O)c1ccc2c(c1)nc(C)n2-c1cccc(F)c1)OCC
 : 102	1	108	107	-2	-2	100	5
COc1ccc(Br)cc1/C=N/NC(=O)CNC(=O)c1cccnc1
 : 87	-6	90	91	-2	8	113	12
CCc1ccc(N2CC(C(=O)OCC(=O)Nc3ccccc3C)CC2=O)cc1 (stereo unspecified)
 : 97	2	156	124	-2	-1	84	-3
Cn1c(=O)c2ncn(CC(=O)NCCC3=CCCCC3)c2n(C)c1=O
 : 101	1	101	100	0	5	98	4
COc1ccccc1NCc1nnc(SCC(=O)N/N=C/c2ccco2)n1-c1ccc(Cl)cc1Cl
 : 98	2	100	106	-1	12	102	-2
COc1ccc(N2CCN(C(=O)CCS(=O)(=O)c3ccc4c(c3)NC(=O)CO4)CC2)cc1
 : 100	4	102	103	-4	1	86	16
NC(=O)[C@@H]1CCCN1Cc1nc(Cc2ccccc2F)no1
 : 107	6	110	92	3	0	91	-3
CC(=C1C(=O)c2ccccc2C1=O)N1CCC(C(N)=O)(N2CCCCC2)CC1
 : .	-5	99	97	-1	3	121	-2
CCCn1c(SCC(=O)Nc2ccccc2Cl)n[nH]c1=O
 : 98	0	96	95	0	4	98	-1
CCCCN(C)CCCNC(=O)c1cc(-c2cccs2)nc2ccccc12
 : 99	6	97	88	6	1	96	4
COc1cccc(/C=C/C(=O)OCC(=O)NCc2ccco2)c1OC
 : 104	0	103	95	4	0	97	2
COc1ccc(NC(=O)C(Cc2ccccc2)n2cccc2)cc1 (stereo unspecified)
 : 98	-5	109	110	2	-1	80	5
O=C(COc1ccc(Cl)cc1Cl)NCc1ccco1
 : 113	-4	121	136	2	0	95	23
O=C(NC1CC1)c1ccc(CSCc2ccccc2Cl)o1
 : 106	11	108	120	1	-1	98	-4
O=C(Nc1ccc(Cl)cc1)N1CCCN(Cc2ccccc2F)C1
 : 99	11	100	97	6	3	72	-1
COc1ccc(-n2ncc3c2CC(C)(C)CC3NC(=O)CCc2c(C)noc2C)cc1 (stereo unspecified)
 : 92	5	93	92	11	0	93	2
O=C(COC(=O)c1ccc2ccccc2n1)NC1CCCCC1
 : 97	7	97	109	5	8	84	.
COc1ccc(NS(=O)(=O)c2ccc3oc(SC(C)C(N)=O)nc3c2)cc1 (stereo unspecified)
 : 102	7	106	102	9	5	94	-10
CCOC(=O)C/C(N)=N/N(C)c1ncc(C(F)(F)F)cc1Cl
 : 93	-5	103	109	-6	10	99	0
O=[N+]([O-])c1ccc(/C=N/Nc2ncccc2[N+](=O)[O-])s1
 : 103	0	111	107	4	19	103	14
N/C(=N\OC(=O)c1ccc(Cl)c([N+](=O)[O-])c1)c1ccccn1
 : 112	2	103	119	-1	-6	87	20
Cc1ccc(C(C)n2cc(C(=O)NCc3ccncc3)nn2)cc1 (stereo unspecified)
 : 104	8	107	105	12	2	97	4
O=C(Nc1cc([N+](=O)[O-])ccc1O)c1cccc(NC(=O)c2ccco2)c1
 : 100	-9	108	103	-7	7	96	32
C=CCN1CC(O)=C(c2ccccc2)C1=N
 : 100	0	104	101	4	-2	72	6
CCCCOc1ccc(C(C)NC(=O)CCS(=O)(=O)Cc2ccccc2F)cc1 (stereo unspecified)
 : 111	4	106	102	2	1	108	5
CCOC(=O)C1CCCN(C(=O)c2ccc(Cn3c(=S)[nH]c4cc(C(=O)OC)ccc4c3=O)cc2)C1 (stereo unspecified)
 : 102	-4	110	97	2	0	105	9
CCOc1ccc(/C(O)=C2/C(=O)C(=O)N(c3ccccn3)C2c2ccc(Cl)cc2)c(C)c1 (stereo unspecified)
 : 101	.	93	80	.	.	85	2
CN1/C(=C\C(=O)Nc2cccc(Cl)c2)C(C)(C)c2ccccc21
 : 100	5	100	104	-7	14	136	3
CCc1ccc(OCc2nnc(SCc3ccc(C(=O)O)cc3)o2)cc1
 : 97	2	106	107	-12	-3	104	-2
O=C(Nc1ccncc1)c1cc(S(=O)(=O)N2CCOCC2)ccc1Cl
 : 99	8	95	110	-3	-1	98	-2
O=C(OCn1ncc(Cl)c(Cl)c1=O)c1ccccc1Cl
 : 99	-4	96	132	-3	4	90	-3
Cc1ccc(C(=O)N/C(N)=N/c2nc3ccccc3o2)cc1
 : 98	0	102	110	-58	30	86	1
Cc1oc2ccc(OCc3c(F)cccc3Cl)cc2c1C(=O)O
 : 102	-3	102	94	-3	3	131	6
CSc1nc(NCC(C)C)nc(N2CCOCC2)n1
 : 99	-2	96	102	8	4	92	-4
COc1ccc(N(CC(=O)Nc2ccc3c(c2)OCO3)S(=O)(=O)c2c(C)nn(C)c2C)cc1
 : 99	14	91	97	-1	59*	111	-22&12
Cc1ccc(S(=O)(=O)NC(=O)COc2ccc(Cl)cc2Cl)cc1
 : 95	-10	82	94	-3	0	145	9
CCOC(=O)N1CCC(N2CC34C=CC(O3)C(C(=O)O)C4C2=O)CC1 (stereo unspecified)
 : 99	8	109	105	-5	2	102	-7
CCn1c(SCC(=O)NCc2ccccc2)nc2c(c1=O)SC(C)C2 (stereo unspecified)
 : 110	7	104	102	14	4	109	-13
CC(C)C[C@H](NC(=O)OC(C)(C)C)C(=O)N[C@@H](CO)[C@H](O)[C@@H]1C[C@@H]1C(=O)NC1CCCCC1
 : 103	-2	94	105	3	1	105	-15
Cc1ccccc1Cn1nnc(-c2cccc(C(=O)O)c2)n1
 : 107	4	110	111	6	4	91	1
Nc1ccc2c(c1)Cc1cc([N+](=O)[O-])ccc1-2
 : 102	-11	99	81	-9	11	115	6
COc1ccccc1N1CCN(CC(=O)c2c(C)[nH]c3cc(C)ccc23)CC1
 : 96	2	104	102	0	16	108	5
COc1cccc(C(=O)N2CCN(c3ccc(N4CCOCC4)nn3)CC2)c1
 : 97	9	105	90	1	1	105	0
Oc1ccccc1C1=NCCNC(C(F)(F)C(F)F)=C1
 : 102	-2	97	100	-5	1	99	2
O=C(Cc1ccc([N+](=O)[O-])cc1)NCc1cccnc1
 : 103	7	105	86	7	1	98	-18
COc1cc(/C=N/NC(=O)c2ccncc2)ccc1OC(=O)c1cc(OC)c(OC)c(OC)c1
 : 102	8	100	91	5	2	98	5
CCCN(CCC)c1nc(N(CCC)CCC)[nH]c(=O)n1
 : 100	-12	105	104	-1	0	93	-1
Cc1ccc(S(=O)(=O)Nc2cc3c4c(c2)CCC(=O)N4CCC3)cc1
 : 92	3	93	97	0	24	108	-5
COc1cc(/C=C/C(=O)OCC(=O)NC(=O)NC2CCCCC2)ccc1OC(F)F
 : 100[may fluoresce green]	1	94[may fluoresce green]	99[may fluoresce green]	-2	5	93	-2
COc1ccc(C(=O)NCc2nnc(SCC(=O)Nc3cccc(C(F)(F)F)c3)o2)cc1OC
 : 97	-2	106	99	6	1	100	6
COC(=O)c1sccc1NC(=O)c1ccc(Br)s1
 : 102	7	103	102	0	36	88	-5
O=C(CNS(=O)(=O)c1ccc(F)cc1)N1CCOCC1
 : 103	-2	110	97	8	3	97	5
COCCN(CC(=O)Nc1ccccc1C(F)(F)F)C(=O)c1ccc(-n2cccn2)cc1
 : 98	0	102	102	-4	-1	86	13
COc1cccc(NC(=O)C2CSC3(C)CCC(=O)N23)c1 (stereo unspecified)
 : 98	-8	99	105	-3	0	103	1
COCCOC1CCN(C(=O)c2cc(COc3ccc(F)cc3F)on2)CC1
 : 99	-4	98	104	-1	-1	92	1
NNC(=O)CNC(c1ccccc1)c1cc(Br)ccc1NC(=O)c1cccc(Cl)c1 (stereo unspecified)
 : .	12	.	.	2	16	122	-1
CNC(=O)CSc1nnc(COc2ccc(Cl)cc2)n1CCOC
 : 103	1	105	107	4	-1	92	2
Cc1oc(-c2cccc(Cl)c2)nc1CS(=O)(=O)CC(=O)NC1CCCC1
 : 92	11	91	94	-3	-2	104	48
O=C(CCn1c(=O)oc2ccccc21)N(Cc1ccccc1)c1ccccn1
 : 101	-5	103	102	4	-2	96	-3

# Further results
# Values run as follows: RPL19A-GFP yeast	proCasp7 act	MEP2 TOR yeast	LAP4-GFP MLPCN	procasp3 activ	AHR activator	CR mimetic SO	JMJD2C inh
CC(=O)c1ccc(N2CCN(C(=O)C3CCCN(S(=O)(=O)c4cnc[nH]4)C3)CC2)cc1 (stereo unspecified)
 : ?	1	?	82[may fluoresce red and violet]	-6	2	110	1
COc1cccc(CN2CCN(Cc3cc(OC)c(OC)cc3OC)CC2)c1
 : 105	-5	109	93	-13	2	108	-2
CCOC(=O)c1sc(SC)c(C(C)=O)c1C
 : 104	7	106	114	2	0	106	-7
O=CN1CCCN(Cc2nc(Cc3ccccc3F)no2)CC1
 : 111	-6	112	106	0	-3	90	13
CCCCn1c(N)c(N(CCOC)C(=O)CN(C)CC(=O)Nc2ccc(Cl)c(Cl)c2)c(=O)[nH]c1=O
 : 100	-1	109	108	-4	2	73	4
CC(OC(=O)C12CCC(=O)N1c1ccccc1S2)C(=O)Nc1cccc(Cl)c1 (stereo unspecified)
 : 98	-1	102	101	-2	1	93	2
Cc1cc(C(=O)OCC(=O)NC(C)c2ccccc2)c(C)o1 (stereo unspecified)
 : 97	15	88	85	0	-4	99	-6
CCc1ccc(N2CC(C(=O)NCC(C)(C)N3CCOCC3)CC2=O)cc1 (stereo unspecified)
 : 103	1	105	112	6	-1	93	0
CC1(C)N(OCc2ccccc2)C(=O)C(=O)N(OCc2ccccc2)C1(C)C
 : 103	-3	103	97	6	1	102	3
CC(C)Oc1ccc(S(=O)(=O)N2CCCCC2)cc1NC(=O)C1CSC2(C)CCC(=O)N12 (stereo unspecified)
 : 104	11	98	106	-5	-1	95	8
Cc1ccc(-c2ccc(/C=C(\C#N)C(N)=S)n2C)cc1
 : 98	-23	98	112	-14	79*	91	.
COc1ccc(C(CC(=O)NCc2ccccc2)Sc2n[nH]c(-c3ccccc3)n2)cc1 (stereo unspecified)
 : 102	11	105	92	16	3	67	4
Cc1ccc(N=C2NC(=O)c3cccc([N+](=O)[O-])c32)cc1
 : 93	4	109	123	0	6	84	-1
c1ccc(-c2nnc(-c3ccccn3)nc2NC2CCCCC2)cc1
 : 97	7	96	98	3	10	90	-6
Cc1cc(C)cc(OCC(=O)O/N=C(\N)c2ccccc2Cl)c1
 : 94	7	92	109	2	4	83	-23
CSc1ncnc2c1cnn2-c1ccc(C)cc1C
 : 99	0	105	97	6	15	79	4

# From PubChem
